Bioassay records as filed in PubChem BioAssay.
RmlC RmlD mix = inhibitors of RmlC and RmlD coupled enzymes; AID 1532; RmlC/RmlD coupled enzyme inhibition, 384-well mixture HTS; actives 0.39% (n = 110,000); inhibition, % at 5.5 µM; in the data active = inhibition above about 30%, passing the limit was not always enough; note: strong numbers were not always called active
HIV RNase H inh = blocks HIV-1 RNase H cleavage of RNA/DNA duplex | RT-RNase H RNA/DNA duplex cleavage, fluorescence | AID 565 | P04585 | actives 1.9% (n = 65,000) | inhibition, % at 10 µM; in the data active = inhibition above about 50%
An asterisk follows results filed as active; · = not tested or not shown. This is a subset; rates above refer to the full screens.

The line under a structure holds: RmlC RmlD mix, HIV RNase H inh
- CC(=O)C(Sc1ccc2nnc(-c3ccc(F)cc3)n2n1)C(C)=O
→ -2.3, 22.7
- O=C1NCCC12C(=O)Nc1ccccc12 (stereo unspecified)
→ -12.5, ·
- COc1ccc(Nc2nc(Nc3ccc(OC)cc3)nc(SC3=NCCS3)n2)cc1
→ 0.5, ·
- CCOC(=O)N1CCC(NC(=O)Cn2ncc3c2-c2cc(C)ccc2OC3)CC1
→ 3.3, -1.4
- O=C(O)Cn1ncc2c1-c1ccoc1CC2
→ -17.4, 22.5
- COc1ccc2oc(C(=O)OCC(=O)NC(=O)NC(C)C)c(C)c2c1
→ -1.6, ·
- CCOC(=O)Cn1c(Br)nc2c1c(=O)[nH]c(=O)n2C
→ 6.9, ·
- CCN(CC)CCN1C(=O)c2ccccc2NC1c1ccc(N(C)C)cc1 (stereo unspecified)
→ 7.5, ·
- Cc1ccc(-c2nc(C#N)c(NCCN3CCCCC3)o2)cc1
→ 2.4, -1.6
- c1ccc2c(Nc3nnc(-c4ccncc4)s3)cccc2c1
→ -16.5, ·
- O=C(O)c1cc2ccc3ccccc3c2oc1=O
→ 50.8, ·
- Oc1ccc(Br)cc1/C=N/n1cnc2ccccc21
→ 13.7, 7.0
- Cc1cc(C)n(-c2ccc(F)cc2)c(=O)c1C(=O)O
→ -10.9, -18.1
- O=c1ncn(-c2ccc(F)cc2)c2ncccc12
→ -30.6, ·
- Cn1c(=O)[nH]c(=O)c2c1nc(Br)n2CCCSc1nc2ccccc2o1
→ 14.1, 1.1
- CCOC(=O)C(C)(C)Sc1nc2c(cnn2-c2ccc(C)cc2)c(=O)[nH]1
→ 7.1, -49.2
- CCOC(=O)c1c(N)n[nH]c1-c1ccccc1
→ 6.5, ·
- Cc1nccn1CCC(=O)O
→ 7.0, 33.4
- Cc1cc(NC(=O)CSc2nc(-c3ccccc3)c(C#N)c(=O)[nH]2)no1
→ -4.8, 1.5
- O=C1CS/C(=C/C(=O)c2ccccc2)N1
→ 12.3, -0.8
- Cc1[nH]c(C)c2c(=O)n(-c3ccccc3)ncc12
→ 7.0, 6.3
- Cc1nc(C(=O)Nc2ccccc2Cl)cc2c1[nH]c1ccccc12
→ -4.8, ·
- CCS(=O)(=O)Nc1ccc(NC(C)=O)cc1
→ 0.0, ·
- CCN(CC)C(=O)CSc1nc2ccccc2c(=O)n1-c1cccc(OC)c1
→ 5.4, 2.9
- O=C(NCc1ccco1)c1cc2n(n1)C(C(F)(F)F)CC(c1ccc(Cl)c(Cl)c1)N2 (stereo unspecified)
→ 0.7, 1.3
- CCOC(=O)N1CCC(NC(=O)C2CCN(c3ccc(N4CCOCC4)nn3)CC2)CC1
→ 8.8, -10.0
- O=C(O)CCc1ccc(-c2ccc(F)cc2)n1Cc1ccco1
→ -5.1, 11.2
- CCN(CC)S(=O)(=O)c1c(Br)cc(C)cc1Br
→ -18.7, ·
- COCCn1c(SCC(=O)c2[nH]c(C)c(C(C)=O)c2C)nc2ccccc21
→ -8.3, 1.0
- CCNCCNC(=O)c1c(O)c2cccc3c2n(c1=O)CCC3
→ ·, -0.6
- CC(C)CCn1c(N2CCC(C(N)=O)CC2)nc2c1c(=O)[nH]c(=O)n2C
→ 5.0, 4.7
- Cc1cc(C(=O)OCC(=O)N2CCN(C(=O)c3ccco3)CC2)c(C)n1-c1ccc(F)cc1
→ -11.4, -15.4
- O=C(Cn1nc(-c2ccccc2)c2ccccc2c1=O)Nc1ccccn1
→ 6.6, 10.7
- Cc1cc(C)nc(N2CCCC(C(=O)Nc3ccc4c(c3)OCO4)C2)n1 (stereo unspecified)
→ -39.0, -11.3
- COc1ccc(OCC(=O)Nc2ccccc2OC(F)F)cc1
→ 7.0, -18.3
- CCCOC(=O)c1ccc(-n2nnnc2SCC(=O)N2CCCCC2)cc1
→ -36.5, -6.5
- CC1(C)CC(=O)C=C(NCc2cccs2)C1
→ -17.5, -9.0
- O=C(CSc1nnnn1-c1cccc2ccccc12)N1CCOCC1
→ -14.4, -45.9
- O=C(CC12CCC(CC1)C2)NCc1ccc2c(c1)OCO2
→ 4.2, ·
- COC(=O)C1=C(C)NC2=C(C1c1ccc(O)cc1)S(=O)(=O)c1ccccc12 (stereo unspecified)
→ 5.8, ·
- Cc1cc(Nc2ccc(F)cc2)n2nc(C)nc2n1
→ 7.0, 3.8
- CCn1cc(C(=O)N2CCN(Cc3ccc4c(c3)OCO4)CC2)c(=O)c2ccc(C)nc21
→ -9.3, ·
- COc1ccc(C(=O)N[C@H](C(=O)NCC2CCCCC2)C(C)C)cc1
→ -9.9, ·
- CCC1CCCCN1C(=O)CSc1nnc(-c2ccco2)o1 (stereo unspecified)
→ -9.2, 1.7
- CN(C)c1ccc(NC(=O)Nc2cccc(Cl)c2)cc1
→ -40.2, 23.8

Gathered by group, the compounds so far with an aryl methoxy group
The line under a structure holds: RmlC RmlD mix, HIV RNase H inh
- COc1ccc(Nc2nc(Nc3ccc(OC)cc3)nc(SC3=NCCS3)n2)cc1
→ 0.5, ·
- COc1ccc2oc(C(=O)OCC(=O)NC(=O)NC(C)C)c(C)c2c1
→ -1.6, ·
- CCN(CC)C(=O)CSc1nc2ccccc2c(=O)n1-c1cccc(OC)c1
→ 5.4, 2.9
- COc1ccc(OCC(=O)Nc2ccccc2OC(F)F)cc1
→ 7.0, -18.3
- COc1ccc(C(=O)N[C@H](C(=O)NCC2CCCCC2)C(C)C)cc1
→ -9.9, ·

(listing goes on)
The line under a structure holds: RmlC RmlD mix, HIV RNase H inh
- CC(C)(C)NC(=O)c1ccc2c(c1)C(=O)N(C1CCCCC1)C2=O
→ -8.7, 5.2
- CCc1nnc(NC(=O)c2ccc(S(=O)(=O)N3CCOCC3)cc2)s1
→ 5.0, -5.5
- CCCNC(=O)NS(=O)(=O)c1cnccc1Sc1ccc(Cl)c(Cl)c1
→ 6.4, ·
- COc1ccccc1C(=O)Nc1nc(-c2ccc3c(c2)OCCO3)cs1
→ 7.8, ·
- COc1ccc(N(CC(=O)NCc2ccccc2)S(=O)(=O)c2c(C)noc2C)cc1
→ 1.1, -4.6
- O=c1c(-c2ccc(Cl)cc2)[n+]([O-])c2ccccc2n1OCc1ccccn1
→ 3.2, ·
- Cc1cc(NC(=O)COC(=O)c2n[nH]c3ccccc23)no1
→ 108.1, 1.9
- Cn1c(CSc2ncn[nH]2)nc2ccccc21
→ 6.6, 4.5
- Cc1cc2c3c(c1C)C1(C(=O)N3C(C)(C)CC2C)C(C#N)=C(N)Oc2n[nH]c(C)c21 (stereo unspecified)
→ -15.0, 10.7
- CCCc1nc(N2CCOCC2)c2sc(=S)n(-c3ccccc3)c2n1
→ -9.3, ·
- CCc1cc2c(=O)c(-c3ccon3)c(N)oc2cc1OC
→ -1.8, -14.6
- Cc1nn2c(-c3ccc(Cl)cc3)ccnc2c1-c1ccccc1
→ 17.8, ·
- N#Cc1nc(-c2cccs2)oc1NCCCN1CCOCC1
→ 66.7*, -8.3
- CC1(C)CC(=O)C2=C(C1)OC(N)=C(C#N)C2c1ccccc1 (stereo unspecified)
→ 14.7, -8.4
- c1ccc(OCCCn2nnc(-c3ccncc3)n2)cc1
→ 0.0, -12.5

Quoted at random: 2 compounds from above, in no set order.
The line under a structure holds: RmlC RmlD mix, HIV RNase H inh
- CC(C)(C)NC(=O)c1ccc2c(c1)C(=O)N(C1CCCCC1)C2=O
→ -8.7, 5.2
- Cc1nn2c(-c3ccc(Cl)cc3)ccnc2c1-c1ccccc1
→ 17.8, ·

(continued)
The line under a structure holds: RmlC RmlD mix, HIV RNase H inh
- CCOC(=O)c1c(C)nc(-c2ccccc2)nc1NC(=O)CC
→ -12.0, -8.0
- C(/C=C/C=C/Nc1ccccc1)=Nc1ccccc1
→ -13.8, ·
- COc1ccc(-c2cc3nc4c(c(=O)n3[nH]2)CCC4)cc1
→ 13.4, 0.0
- Cc1cccc(NC(=O)c2ccc([N+](=O)[O-])o2)n1
→ 12.4, ·
- COC(=O)c1ccc(C)c(NS(=O)(=O)c2ccc(C)c([N+](=O)[O-])c2)c1
→ -12.6, ·
- Cn1c(SCc2cccc(Cl)c2)nc(C(F)(F)F)cc1=O
→ -2.6, ·
- CC(=O)c1cccc(NC(=O)N[C@@H](CC(C)C)C(=O)O)c1
→ 65.4, -7.2
- CCN1CCN(/C=N/c2nc(C)cs2)CC1
→ -6.6, -0.2
- CCOC(=O)c1sc(=S)n2c1[nH]c(=O)c1ccc(C(=O)OC)cc12
→ 75.3, 93.6*
- CN1CCN(c2ccc([N+](=O)[O-])cc2NC(=O)c2ccccc2)CC1
→ -8.5, ·
- COc1ccnc(CS(=O)c2nc3cc(OC(F)F)ccc3[nH]2)c1OC (stereo unspecified)
→ -12.1, ·
- Cc1ccc(-c2nc3sc4c(c3c(=O)n2N)CC(C)(C)OC4)cc1
→ 2.5, ·
- Cc1ccc(N=C(c2cccs2)N2CCOCC2)cc1
→ 11.4, -9.4
- COC(=O)c1ccc(CSc2nnc(CNC(=O)c3ccc(OC)cc3)o2)o1
→ 50.4, ·
- O=C(COC(=O)C1c2ccccc2Oc2ccccc21)Nc1ccc2c(c1)OCO2
→ -47.7, -14.2
- CC1CCC(C(=O)NC(C(=O)N2CCC3(CC2)OCCO3)C(C)C)CC1 (stereo unspecified)
→ 1.6, -5.5
- Fc1ccc(Cc2nnc(-c3cccs3)o2)cc1
→ -3.0, -24.1
- O=C(COC(=O)Cc1cn2ccsc2n1)NC12CC3CC(CC(C3)C1)C2
→ -6.3, -6.6
- O=C(CCC1CCCCC1)NCc1ccncc1
→ 13.9, -1.2
- CC(C)(C)c1cc(S(=O)(=O)CCc2ccccn2)cc(C(C)(C)C)c1F
→ -12.8, ·
- Cc1nc(SCC(=O)Nc2c(C)n(C)n(-c3ccccc3)c2=O)[nH]c(=O)c1Cc1ccccc1
→ 6.8, -2.1
- COc1cnn(-c2ccccc2)c(=O)c1SCc1ccc(Cl)c(Cl)c1
→ 5.4, ·
- O=C(CC1SC(=O)N(Cc2cccc3ccccc23)C1=O)Nc1nccs1 (stereo unspecified)
→ 2.4, ·
- O=C(Nc1ccccc1)C1C2CCC3C(CCC21)C3(Cl)Cl (stereo unspecified)
→ -2.1, ·
- COc1cccc(C(=O)Nc2cc(=O)n(C)c(=O)n2C)c1
→ 9.7, -14.7
- COC(=O)C1=C(c2cccc(OC)c2OC)C[C@@H]2CC[C@H]1N2C(=O)NCc1ccco1
→ -1.4, ·
- CC(C)Cn1[nH]c2c3c(ccc2c1=O)C(=O)c1ccccc1C3=O
→ -8.7, ·
- Cc1cc(C)nc(-n2nc(C)cc2NC(=O)CNC(C)c2ccccc2)n1 (stereo unspecified)
→ 0.8, ·
- Cn1c2ccc(F)cc2c2ncn(CCN3CCOCC3)c(=O)c21
→ 11.4, -16.4
- COc1ccc(OC)c(C(=O)CN2CCN(S(=O)(=O)c3ccc(Br)cc3)CC2)c1
→ -8.7, -3.2
- COC(=O)CN1C(=O)[C@@H]2[C@H](C1=O)[C@@H]1CC(C(=O)OC)=C[C@@H](C(=O)OC)[C@@H]3C1=C(C(=O)[C@@]3(C)NC(=O)c1ccccc1)[C@@H]2C
→ 10.8, ·
- c1ccc(-c2nnc3sc(Cc4cccs4)nn23)cc1
→ -23.5, 0.3
- O=[N+]([O-])c1cc(S(=O)(=O)Nc2ccccc2)ccc1-n1nnc2ccccc21
→ -11.8, ·
- Fc1ccc(C(CCCn2nnc(-c3cccnc3)n2)c2ccc(F)cc2)cc1
→ -4.0, ·
- Cc1c(C(=O)NCc2ccccn2)oc2ccc(S(=O)(=O)N3CCOCC3)cc12
→ ·, -7.9
- COc1ccc(CNC(=O)C(C)N(Cc2ccco2)C(=O)c2snc(C(N)=O)c2N)cc1 (stereo unspecified)
→ 4.6, -3.2
- CCOc1c2ccc(C(=O)NCc3ccc(C)cc3)cc2nn1CCOC
→ 19.8, ·
- CCOc1ccc(CNC(=O)CCn2c(=O)oc3ccccc32)cc1
→ 8.0, -8.5
- Fc1ccc(OCCOCCNCC2CCCO2)cc1 (stereo unspecified)
→ 5.3, 0.4
- CCCC(C)C(=O)Nc1ccccc1C(=O)OCC (stereo unspecified)
→ -19.8, ·
- CCCn1c(C2CC(=O)N(c3ccc(C)cc3)C2)nc2ccccc21 (stereo unspecified)
→ -7.1, ·
- CC(CCc1ccccc1)NC(=O)/C=C/c1ccccc1 (stereo unspecified)
→ 5.1, ·
- Cc1nc(C)c2c(=O)cc(-c3ccccc3)[nH]c2n1
→ 4.8, -11.2
- CN(/N=C/c1ccncc1)C1=NS(=O)(=O)c2ccccc21
→ 6.1, ·
- COc1ccc(NC2CC(=O)N(C)C2=O)cc1 (stereo unspecified)
→ ·, -0.2
- COc1cccc(-c2csc(NC(=O)Oc3ccccc3)n2)c1
→ 11.7, ·
- CCOC(=O)c1cc2c(nc1N)CC(C)(C)OC2
→ 38.9*, ·
- O=C(CSc1nnc(CNC(=O)c2c(F)cccc2Cl)o1)Nc1ccc2c(c1)OCCO2
→ -10.1, 3.2
- CC(=O)NC1C(=O)N(CC(C)C)c2ccccc21 (stereo unspecified)
→ -5.1, ·
- Cc1cc(C(=O)OCCO)c(C#N)c(N)n1
→ 45.6*, -2.1
- COc1cccc(NC(=O)c2ccc(S(=O)(=O)N3CCCCC3)cc2)c1
→ -9.4, -4.6
- CC(=N/O)/C(=N\O)c1ccc(C)o1
→ 5.0, -16.6
- C=Cn1ccnc1P(=S)(c1cc(N(CC)CC)ns1)c1nccn1C=C
→ 9.2, -10.9
- C=CCn1c(SCCN2CCOCC2)nc2c1c(=O)[nH]c(=O)n2C
→ 6.0, -2.3
- O=S(=O)(NC1CC1)c1ccc(S(=O)(=O)N2CCCc3ccccc32)cc1
→ 9.6, -10.1
- CS(=O)(=O)Nc1ccc(C(=O)NC2CC3CCC2C3)cc1 (stereo unspecified)
→ 9.7, ·
- Cc1ccccc1CN(c1ccc(C(=O)Nc2cccnc2)cc1)S(C)(=O)=O
→ 1.8, ·
- Cc1c(CN(C)C)c2c(n1Cc1ccccc1)C(=O)c1ccccc1-2
→ -7.0, ·
